# Bioassay records deposited in PubChem BioAssay by several laboratories.
# Mcl1 Noxa PPI: disrupts binding of human Mcl-1 to Noxa peptide. TR-FRET Mcl-1/Noxa peptide binding, 2 h. AID 1022. actives 1.5% (n = 220,000). inhibition, % at 21.7 µM. Q07820;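 active = compounds that cut the protein-peptide binding signal by more than 50% relative to plate controls in a single-dose test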;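 note: His-tagged Mcl-1 with rhodamine Noxa BH3 peptide and terbium anti-His antibody; 0% = Mcl-1 plus Noxa peptide wells and 100% = peptide-only wells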
# Target sequence (Q07820 whole entry, looked up): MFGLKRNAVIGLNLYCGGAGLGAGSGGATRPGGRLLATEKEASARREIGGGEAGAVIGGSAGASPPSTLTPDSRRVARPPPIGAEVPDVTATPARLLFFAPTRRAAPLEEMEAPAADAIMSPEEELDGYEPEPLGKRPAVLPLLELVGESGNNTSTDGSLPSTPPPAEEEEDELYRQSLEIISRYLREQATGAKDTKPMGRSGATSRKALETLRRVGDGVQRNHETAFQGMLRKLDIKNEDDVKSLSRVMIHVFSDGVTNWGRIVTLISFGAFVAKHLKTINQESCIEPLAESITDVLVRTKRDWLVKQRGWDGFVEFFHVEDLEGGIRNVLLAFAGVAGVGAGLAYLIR
# Bcl-XL Bim block: inhibitors of Bim-Bcl-XL interaction, human; Bim peptide-Bcl-XL binding, bead flow cytometry, fluorescence; Q07817; actives 0.04% (n = 190,000); inhibition, % at 10 µM
# Target sequence (Q07817 whole entry, looked up): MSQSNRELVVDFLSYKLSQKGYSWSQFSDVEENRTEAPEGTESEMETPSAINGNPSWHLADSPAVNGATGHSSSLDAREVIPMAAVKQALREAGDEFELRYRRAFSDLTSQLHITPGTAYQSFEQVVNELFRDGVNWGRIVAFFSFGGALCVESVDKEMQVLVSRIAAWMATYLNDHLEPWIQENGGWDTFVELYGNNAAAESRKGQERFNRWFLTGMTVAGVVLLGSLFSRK
# Bcl-2 Bim block: human Bim-Bcl-2 interaction inhibition; P10415; Bead-based flow cytometry, Bim peptide-Bcl-2 binding; inhibition, % at 10 µM; actives 0.06% (n = 190,000); AID 950; in the data active = inhibition above about 40%; inconclusive = no clear call, values can overlap the other calls;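 note: 0% = no compound wells with probe peptide and 100% = reference peptide inhibitor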
# Mcl1 Bid PPI: disrupts binding of human Mcl-1 to Bid peptide; inhibition, % at 21.7 µM; Q07820; actives 0.97% (n = 220,000); TR-FRET Mcl-1/Bid-Dy647 peptide binding, 1536-well; AID 1021;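 active = compounds that cut the binding signal by more than half at the single screening dose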;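 note: His-tagged Mcl-1 with europium anti-His antibody binding Bid BH3 peptide; 0% = Mcl-1 plus peptide wells and 100% = peptide-only wells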
# Bim-Bcl-B: disrupts Bim peptide binding to human Bcl-B. Q9HD36. bead-based flow cytometry. inhibition, % at 10 µM. actives 0.073% (n = 190,000). AID 951;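 note: 0% = tracer peptide without compound and 100% = reference inhibitor peptide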
# Target sequence (Q9HD36 whole entry, looked up): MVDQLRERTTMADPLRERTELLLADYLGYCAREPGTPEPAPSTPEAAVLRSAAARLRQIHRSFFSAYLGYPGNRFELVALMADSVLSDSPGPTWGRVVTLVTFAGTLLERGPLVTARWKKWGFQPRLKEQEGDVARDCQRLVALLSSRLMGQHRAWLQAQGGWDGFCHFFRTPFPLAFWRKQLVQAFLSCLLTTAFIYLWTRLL
# Bim-Mcl-1: human Bim-Mcl-1 interaction inhibition; inhibition, % at 10 µM; actives 0.1% (n = 190,000); AID 1009; Bead-based flow cytometry, Bim peptide-Mcl-1 binding;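 note: 0% = no compound tracer wells and 100% = peptide blocker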
# Bfl-1 Bim block: human Bim-Bfl-1 interaction inhibition; Bead-based flow cytometry, Bim-Bfl-1 binding inhibition; inhibition, % at 10 µM; actives 0.12% (n = 190,000);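 note: 0% = wells without compound plus tracer and 100% = blocker peptide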
# Bcl-W Bim block: disrupts Bim peptide binding to human Bcl-W; Q92843; bead-based flow cytometry; inhibition, % at 10 µM; actives 0.02% (n = 190,000);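 note: 0% = bound tracer without compound and 100% = peptide blocker; higher means less fluorescent Bim peptide bound to Bcl-W beads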
# Target sequence (Q92843 whole entry, looked up): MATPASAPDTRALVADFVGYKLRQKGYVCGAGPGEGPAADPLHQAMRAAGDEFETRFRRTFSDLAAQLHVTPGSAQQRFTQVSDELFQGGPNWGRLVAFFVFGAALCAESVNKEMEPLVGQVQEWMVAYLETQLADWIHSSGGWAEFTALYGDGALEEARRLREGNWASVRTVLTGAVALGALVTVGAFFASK
# RGS7-Gao reg: human RGS7-Galphao interaction regulation | P09471 | Multiplexed bead flow cytometry, RGS7-Galphao binding; actives lie on both sides | binding response (% of control), % at 10 µM | actives 0.35% (n = 220,000) | AID 1439; in the data active = binding response below about 49% or above about 150%; inconclusive = no clear call, values can overlap the other calls; inactive = in between;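 note: fluorescent Galphao held in activated GDP-AlF4 state binding bead-coupled RGS7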
# RGS8-Gao: human RGS8-Galphao interaction regulation; multiplexed bead flow cytometry, RGS8-Galphao binding; actives lie on both sides; response (percent of control binding), % at 10 µM; actives 0.34% (n = 220,000); AID 1423; in the data active = response below about 60% or above about 140%; inactive = in between;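 note: Galphao activated as the GDP aluminium fluoride complex binding bead-coupled RGS8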
# RGS4-Gao reg: modulates binding of RGS4 to human Galphao | actives 0.33% (n = 220,000) | binding response (% of control), % at 10 µM | P09471 | Multiplexed bead flow cytometry; actives lie on both sides; in the data active = binding response below about 49% or above about 150%; inactive = in between;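 note: fluorescent Galphao activated with aluminum fluoride binding bead-coupled RGS4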
# An asterisk follows results filed as active; u = inconclusive; x = not tested or not shown. Cut-off read from the data, not from the text of the source, unless noted: active = inhibition above about 40%.
SMILES,Mcl1 Noxa PPI,Bcl-XL Bim block,Bcl-2 Bim block,Mcl1 Bid PPI,Bim-Bcl-B,Bim-Mcl-1,Bfl-1 Bim block,Bcl-W Bim block,RGS7-Gao reg,RGS8-Gao,RGS4-Gao reg
COC(=O)c1ccccc1NC(=O)CN1C(=O)c2ccccc2S1(=O)=O,21,38,25,-12,22,34,37,29,101,95,101
O=C(CSc1nnc(-c2ccco2)n1-c1ccccc1)N1CCN(C(=O)c2ccco2)CC1,3,0,-4,4,-5,0,-9,1,111,109,112
COc1cc(NC(=O)c2ccc([N+](=O)[O-])cc2)c(OC)cc1NC(=O)CC(C)C,8,-2,-1,-15,-3,-1,-3,1,98,99,102
Nc1oc2ccc(F)cc2c(=O)c1C=O,10,-6,-2,-6,-11,-5,0,-4,92,99,92
O=C(O/N=C1/CCSc2ccccc21)c1ccccc1,-10,1,-12,-3,-8,-1,-10,0,96,101,103
CCOC(=O)c1nnc(-c2ccccc2)nc1N1CCSCC1,-7,-1,-3,-27,-1,0,-4,0,99,102,94
CC(=O)Nc1ccc(NC(=O)C(C)c2cccc(C(=O)c3ccccc3)c2)cc1 (centres undefined),4,-7,0,-48,-8,-4,-2,-3,103,104,104
Cc1cc(C)n(-c2ccc(Cl)c(C(=O)Nc3ccc(OC(F)(F)F)cc3)n2)n1,3,-6,-2,0,-6,-6,-2,-3,87,93,89
Cn1cccc1/C=C1\SC(=Nc2ccccc2)NC1=O,-3,x,x,-20,x,x,x,x,u,100,99
CCOC(=O)c1cnc2ccc(C(=O)OC)cc2c1Nc1cccc(C(=O)O)c1,7,-1,0,-16,-6,0,-5,-3,99,101,104

# The last 6 records of the section above open the next one.
SMILES,Mcl1 Noxa PPI,Bcl-XL Bim block,Bcl-2 Bim block,Mcl1 Bid PPI,Bim-Bcl-B,Bim-Mcl-1,Bfl-1 Bim block,Bcl-W Bim block,RGS7-Gao reg,RGS8-Gao,RGS4-Gao reg
O=C(O/N=C1/CCSc2ccccc21)c1ccccc1,-10,1,-12,-3,-8,-1,-10,0,96,101,103
CCOC(=O)c1nnc(-c2ccccc2)nc1N1CCSCC1,-7,-1,-3,-27,-1,0,-4,0,99,102,94
CC(=O)Nc1ccc(NC(=O)C(C)c2cccc(C(=O)c3ccccc3)c2)cc1 (centres undefined),4,-7,0,-48,-8,-4,-2,-3,103,104,104
Cc1cc(C)n(-c2ccc(Cl)c(C(=O)Nc3ccc(OC(F)(F)F)cc3)n2)n1,3,-6,-2,0,-6,-6,-2,-3,87,93,89
Cn1cccc1/C=C1\SC(=Nc2ccccc2)NC1=O,-3,x,x,-20,x,x,x,x,u,100,99
CCOC(=O)c1cnc2ccc(C(=O)OC)cc2c1Nc1cccc(C(=O)O)c1,7,-1,0,-16,-6,0,-5,-3,99,101,104
COC(=O)c1c(C)[nH]c(C(=O)N2CCN(c3ccc(OC)cc3)CC2)c1C,15,-6,1,-31,-14,0,0,-4,91,96,89
Cc1ccc(S(=O)(=O)Nc2nc(-c3ccc(F)cc3)cs2)cc1,33,x,x,-52,x,x,x,x,u,102,106
CCCNC(=O)N1CCC(C(=O)c2cccc(F)c2)CC1,3,-2,0,0,-2,1,-11,2,109,103,103
Cc1ccc(C)n1-c1sc2c(c1C(=O)O)CCCC2,37,-5,-1,-56,-5,-3,-2,-6,87,93,88
Cc1ccc(-n2c(C)nnc2SCC(=O)N2CCc3ccccc3C2)cc1,-4,-12,-10,-19,-12,-8,-19,-8,101,96,99
CC(C)CC(=O)N(c1ccc(F)cc1)C1C=CS(=O)(=O)C1 (centres undefined),10,0,1,-1,0,0,5,1,85,85,87
CCN(CC)CCOC(=O)c1ccc(NC(=O)CNC(=O)C2CCCCC2)cc1,3,-7,-21,0,-13,-4,-13,-4,99,102,96
CC1CCN(C(=O)c2cc(F)c(F)cc2Cl)CC1,14,-4,-12,1,-2,0,-3,-5,103,101,102
COCCNC(=O)CN(C(=O)CCC(=O)Nc1ccccn1)c1ccc(F)c(Cl)c1,10,-6,-11,-14,-10,-4,-21,-4,105,100,102
Cc1ccccc1C(=O)Nc1cccc(C(=O)N/N=C/c2cc(Cl)cc([N+](=O)[O-])c2O)c1,18,0,5,-54,1,0,-1,3,90,99,96
Cn1ccc(=S)c2ccccc21,24,0,5,-41,-7,0,2,2,101,100,100
Cn1cccc1/C=N/n1c(-c2ccc(Cl)cc2)n[nH]c1=S,20,0,-10,-2,-31,-7,-8,-2,99,92,95
COCCN1Cc2cccc(C(=O)Nc3ccc(C)c(C)c3)c2C1=O,-11,9,-8,-34,-4,-15,-9,11,102,100,96
CCOC(=O)C1=C(N)N(c2ccc(C)cc2)C2=C(C(=O)CCC2)C1c1cccs1 (centres undefined),31,-6,-7,2,-7,0,-14,-2,103,101,102
CC(C(=O)Nc1ccccc1-c1ccccc1)N1CCN(C(=O)c2ccccc2)CC1 (centres undefined),-2,x,x,-22,x,x,x,x,u,102,98
Cc1ccc(C(=O)N/C(=C\c2ccc3c(c2)OCO3)C(=O)Nc2ccc(C(=O)O)cc2)cc1,1,1,0,5,0,2,-2,1,u,97,96
CCN(CC)CCN1C(=O)C(=O)/C(=C(/O)c2ccc(OC(C)C)cc2)C1c1cccs1 (centres undefined),-4,x,x,-22,x,x,x,x,u,101,94
Cc1ccc(N=CC2=C(O)CC(c3ccc(Cl)cc3)CC2=O)cc1 (centres undefined),-8,-3,-2,-7,-5,0,0,-4,93,99,95
O=C(NCc1ccc(Cl)cc1)c1noc2c1CCCC2,13,-10,-9,-4,-10,-4,-17,-3,100,100,99
CNS(=O)(=O)c1cccc(C(=O)OCc2csc(-c3ccccc3)n2)c1,6,-2,-5,-24,1,7,-1,1,100,100,101
Cc1ccc(-n2c(=O)[nH]c3ncccc3c2=O)cc1,-6,2,2,-31,0,0,-2,3,105,105,103
Cn1cc(/C=C/C(=O)N2CCCC(C(=O)c3ccc(C(C)(C)C)cc3)C2)cn1 (centres undefined),15,-3,-3,-16,-7,0,-7,0,101,104,100
CCOC(=O)C(NCCc1ccc(F)cc1)(NC(=O)CC)C(F)(F)F (centres undefined),11,-4,0,-7,-6,-3,-1,-2,98,99,98
O=C(Cn1ccc([N+](=O)[O-])n1)NCc1nc2ccccc2[nH]1,4,-1,1,-8,2,-1,2,2,104,102,105
Cc1ccc(S(=O)(=O)NCC2(c3ccccc3)CCOCC2)cc1,-8,-2,-5,-9,-3,-4,-6,-2,101,100,98
CC(=O)c1cccc(NC(=O)C2CCN(S(C)(=O)=O)CC2)c1,-8,0,-7,-34,-5,1,-8,0,98,99,99
Cc1noc(C)c1C(=O)N1CCN(C(=O)c2sc3cc(Cl)ccc3c2Cl)CC1,-1,-1,-8,-13,-7,-4,-12,-1,105,100,106
Nc1nc(-c2cccnc2)nn1C(=O)c1ccc(Cl)cc1,12,0,0,-2,0,0,-4,2,u,95,89
Cc1ccccc1/C(N)=N/OC(=O)/C=C/c1ccccc1,12,3,3,-5,6,1,4,5,101,105,100
O=C(c1c(Cl)cccc1Cl)N1CCN(c2cccc3[nH]ccc23)CC1,1,x,x,-14,x,x,x,x,u,99,99
O=C(Cc1cccs1)N/N=C/c1ccccc1,-3,x,x,-37,x,x,x,x,u,103,99
CC(C)=CC(=O)N1CCCc2ccccc21,-11,-3,-6,-21,-8,2,-13,0,101,100,98
COc1ccc(C2c3c(oc4ccccc4c3=O)C(=O)N2c2ccccn2)cc1OC (centres undefined),-2,-1,-3,-8,-2,-2,-4,0,96,100,97
COc1cc2[nH]c(C(=O)NN)c(N)c2cc1OC,17,x,x,-26,x,x,x,x,u,99,100
Cc1c(C)[n+](=O)c2c(n1[O-])CCCCC2,38,-8,-9,0,-9,-3,-13,-1,99,103,104
Cc1cc(NC(=O)c2ccc(NC(=O)CC(C)C)cc2)no1,4,-3,0,-13,0,2,-3,-4,85,96,91
CCOc1cc(/C=N/NC(=O)COc2ccccc2C)ccc1OC(=O)c1cccs1,-11,-7,x,-23,-4,3,-12,-2,102,104,104
Brc1ccc(C2Nc3cccc4cccc(c34)N2)s1,100*,-2,4,-13,1,0,4,0,102,118,100
CCCCCCOC(=O)c1ccccc1NC(=O)/C=C/C(=O)O,5,0,2,-2,-2,-2,-1,-4,95,100,96
Cc1nc(N)c(Cc2ccccc2F)c(N)n1,15,-3,-2,-10,-6,-6,-5,-5,108,95,99
O=C(c1cccc(C(F)(F)F)c1)C1CCCN(C(=O)CCc2cnccn2)C1 (centres undefined),46,-4,-4,-16,-1,0,-7,0,95,98,99
COc1ccc(/C=C/C(=O)c2ccc3ccccc3c2O)cc1CN1CCOCC1,13,0,-4,-10,0,-7,-6,-4,118,105,105
Fc1ccc(CN2CCCCCC2)c(F)c1,19,-4,-9,13,-8,3,-9,0,96,99,94
Cc1ccc(Cn2nnc(C(=O)Nc3cccc(C)c3C)c2N)cc1,-1,-22,-8,-15,-9,-1,-8,0,98,101,99
Cc1ccc(N(CC(=O)N2CCc3ccccc32)C2=NC(=O)CS2)cc1,2,-8,-10,-27,-9,-10,-4,-5,98,97,98
O=c1cc(CN2CCN(c3ccccc3)CC2)c2cc(O)c(-c3ccccc3)cc2o1,-18,-2,0,-3,0,-1,-3,-3,99,99,99
COc1ccc(CNC(=O)C2CCN(c3nccs3)CC2)cc1,11,-6,-11,-21,-7,-2,-11,-2,101,101,103
O=C(NNC(=S)Nc1ccccc1C(F)(F)F)c1ccc(Br)o1,-18,-4,-1,-107,-10,0,-5,-7,93,101,91
CN(C)CCCN(C(=O)COc1ccccc1)c1nc2c(Cl)cccc2s1,-12,-3,-2,-30,-8,0,-1,-2,u,99,99
CSC1=NC(C(Cl)(Cl)Cl)N=C(c2ccc(C)cc2)N1 (centres undefined),34,0,0,-20,-2,0,-3,0,u,98,98

# Further compounds.
SMILES,Mcl1 Noxa PPI,Bcl-XL Bim block,Bcl-2 Bim block,Mcl1 Bid PPI,Bim-Bcl-B,Bim-Mcl-1,Bfl-1 Bim block,Bcl-W Bim block,RGS7-Gao reg,RGS8-Gao,RGS4-Gao reg
Cc1cccc(N(CC(O)CN(C)C)S(=O)(=O)c2ccccc2)c1 (centres undefined),1,-9,-8,-16,-8,-3,-17,-2,98,98,100
CCOC(=O)CC(C#N)c1c[nH]c2ccccc12 (centres undefined),-1,-19,-7,-60,-6,-1,-12,4,99,99,97
Cc1cc(C)n2nc(SCC(=O)Nc3ccc(F)cc3)nc2n1,-1,-7,-9,-6,-6,-1,-10,0,91,96,90
Cc1ccc(OCCNC(=O)C(=O)NCc2ccco2)cc1,4,1,-5,-14,0,0,-1,2,u,91,79
COc1ccccc1N1CCN(C(=O)/C=C/c2ccccc2)CC1,12,-8,-4,-12,-8,-4,-2,-7,109,106,107
O=C(Nc1nncs1)c1cc2c(s1)CCC2,-4,-4,-2,-30,-7,0,-2,0,u,96,96
C/C(=N\N=C\c1ccccc1)c1nnn(-c2nonc2N)c1C,15,1,-1,-3,2,-1,0,-1,100,102,101
O=C(CN(CC1CCCO1)C(=O)CCC(=O)Nc1nccs1)NCc1ccccc1 (centres undefined),-1,-3,-4,-7,-8,-3,-5,-2,96,100,96
COc1cc(OC)c(OC)cc1CN1CCc2ccccc2C1,8,4,5,55*,4,6,0,3,104,105,105
N/C(=N\OC(=O)c1ccccc1Cl)c1ccccn1,-14,-2,3,-12,0,0,-2,0,96,99,99
